Assay outcomes from PubChem BioAssay.
HIF act: HIF pathway transcriptional activation; U2OS HRE-luciferase reporter, luminescence; normalized: DMSO 0%, desferrioxamine 100%; hit rate 0.32% among 300,000; activation, % at 7.5 µM (by protocol); AID 1910;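 active = mean activation of at least 10% of the iron chelator positive control signal, with at least half of replicates also reaching 10%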
TRPC6 act: mouse TRPC6 channel activation; Q61143; HEK293-TRPC6 membrane potential dye fluorescence; stronger effect = higher value; B-score at 10 µM; hit rate 0.13% among 310,000;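 active = B-score of the integrated fluorescence ratio above library mean plus 3 SD, and starting fluorescence ratio within library mean plus 5 SD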;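 note: higher score means more depolarization so channel activation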
PolyA inhibitor: blocks polyadenylation in yeast reporter cells; S. cerevisiae SKY197-pL101 polyadenylation reporter, beta-gal luminescence; efflux-impaired pdr1/pdr3 knockout yeast; score 100 = 6 SD above DMSO; calls only at 12 µM; hit rate 0.02% among 300,000; AID 1875;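 active = lowest replicate activity score at least 50, where 100 means six control SD above control mean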;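 note: yeast exposed to compound for 9 h at 30 °C; higher score means more reporter readthrough which indicates perturbed polyadenylation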
MrgX1 antagonist: human MrgX1 receptor antagonism, primary screen | Q96LB2 | B-score at 10 µM | MRGX1-HEK293 calcium flux, Fluo-4, BAM8-22 antagonism; stronger effect = lower value | hit rate 1.3% among 310,000;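 active = calcium-response B-score plate-corrected more than 3 library SD below zero, starting fluorescence within 5 deviations, no agonist response on first addition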;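 note: peak minus trough fluorescence over baseline after final BAM8-22 challenge near maximal dose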
TRPC4 agonist: activators of mouse TRPC4 channel; Q9QUQ5; HEK293 TRPC4beta/mu-opioid, Fluo4 calcium fluorescence; stronger effect = higher value; B-score at 10 µM; hit rate 0.49% among 310,000;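 active = B-score above 5 SD of library B-scores, and initial fluorescence ratio not above library mean plus 5 SD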;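 note: positive B-score marks a calcium rise read as TRPC4 activation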
Target sequence (Q9QUQ5 whole entry, looked up): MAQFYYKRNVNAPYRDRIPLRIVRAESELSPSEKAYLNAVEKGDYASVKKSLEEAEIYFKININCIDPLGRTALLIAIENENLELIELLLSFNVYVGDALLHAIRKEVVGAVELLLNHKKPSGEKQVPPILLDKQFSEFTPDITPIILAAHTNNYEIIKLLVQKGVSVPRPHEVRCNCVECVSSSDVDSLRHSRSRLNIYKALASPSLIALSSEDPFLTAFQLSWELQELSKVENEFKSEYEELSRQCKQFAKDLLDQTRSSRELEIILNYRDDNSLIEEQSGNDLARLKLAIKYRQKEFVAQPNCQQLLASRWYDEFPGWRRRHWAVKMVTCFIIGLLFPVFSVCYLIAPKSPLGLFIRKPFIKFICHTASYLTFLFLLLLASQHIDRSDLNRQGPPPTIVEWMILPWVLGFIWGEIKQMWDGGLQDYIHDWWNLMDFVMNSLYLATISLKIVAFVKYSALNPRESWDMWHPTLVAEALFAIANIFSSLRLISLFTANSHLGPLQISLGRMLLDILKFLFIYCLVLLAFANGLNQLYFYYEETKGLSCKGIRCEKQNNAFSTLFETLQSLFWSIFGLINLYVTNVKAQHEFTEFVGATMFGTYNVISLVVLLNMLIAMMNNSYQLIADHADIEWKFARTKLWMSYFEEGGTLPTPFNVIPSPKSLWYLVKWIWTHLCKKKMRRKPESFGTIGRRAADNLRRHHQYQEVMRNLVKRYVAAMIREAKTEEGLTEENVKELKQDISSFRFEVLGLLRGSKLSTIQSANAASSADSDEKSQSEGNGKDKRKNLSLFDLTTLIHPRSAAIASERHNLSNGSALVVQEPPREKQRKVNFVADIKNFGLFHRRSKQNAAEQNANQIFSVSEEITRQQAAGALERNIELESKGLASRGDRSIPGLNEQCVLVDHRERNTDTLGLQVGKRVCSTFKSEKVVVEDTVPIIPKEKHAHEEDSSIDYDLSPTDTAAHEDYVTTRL
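System – HEK293 cells stably co-expressing mouse TRPC4beta and mu-opioid receptor · Signal – Fluo4 calcium-sensitive dye fluorescence, kinetic, 1 Hz baseline · Benchmarks – buffer (low) and maximal DAMGO (high) · Read-out – B score of integrated fluorescence ratio per well · Incubation – dye loading 45 min room temperature, 110 s kinetic read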
TRPC4 inh: TRPC4 (mouse) channel inhibition; Q9QUQ5; HEK293 TRPC4beta/mu-opioid, DAMGO-evoked Fluo4 calcium flux; stronger effect = lower value; B-score at 10 µM; hit rate 0.39% among 300,000; AID 2247;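 active = B-score over 3 SD under the library average, no early fluorescence shift, positive overall ratio signal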
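Assay system: HEK293 cells with stable TRPC4beta plus mu-opioid receptor expression; Probe or stimulus: DAMGO in two steps, submaximal then maximal; Dosing: single-point compound dosing; Measured by: Fluo4 calcium-dye fluorescence, kinetic read; Read-out basis: B score from integrated Fluo4 fluorescence ratio.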
AI-2 QS mod: Vibrio harveyi AI-2 quorum sensing modulation; Vibrio harveyi JMH597 AI-2 luminescence/OD600 ratio, 9 h; stronger effect = lower value; strain lacks LuxN and CqsS sensors; 0 = neutral-control median; activity change, % at 7.5 µM; hit rate 0.4% among 300,000; AID 2094; in the data active = activity change below about -75%, passing the limit was not always enough;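 note: luminescence divided by OD600 gain over 9 h not by final OD600 alone; inactives centre near 13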
MrgX1 PAM: human MrgX1 positive allosteric modulation, primary screen. AID 588675. MrgX1-HEK293, Fluo-4 calcium flux, FDSS; stronger effect = higher value. hit rate 0.63% among 310,000. B-score at 10 µM;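 active = plate-corrected calcium response at least 3 library SD above typical, normal starting fluorescence, not activating the receptor alone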;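 note: compound read alongside a low EC10 to EC30 dose of BAM8-22 agonist; peak minus trough fluorescence over baseline measured at the second addition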
TRPC6 inhibitor: inhibitors of mouse TRPC6 channel. HEK293-TRPC6, membrane potential dye, ACh-evoked depolarization; stronger effect = lower value. B-score at 10 µM. AID 2553. hit rate 1.1% among 310,000. Q61143;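 active = B-score under library mean minus 3 SD, initial fluorescence not abnormally high, positive integrated signal ratio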;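 note: B-score derived from integrated fluorescence ratio over the kinetic read; more negative B-score means stronger inhibition of depolarization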
TRPC4 potent: allosteric potentiators of mouse TRPC4 channel | Q9QUQ5 | HEK293 TRPC4beta/mu-opioid, DAMGO EC20, Fluo-4 Ca2+ flux; stronger effect = higher value | B-score at 10 µM | hit rate 0.42% among 310,000 | AID 2227;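 active = B-score of calcium response area above 5 SD of library B-scores, with initial fluorescence ratio within 5 SD of library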;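 note: B-score of integrated fluorescence ratio over time as area under calcium response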
MrgX1 agonist: activates human MrgX1 receptor signaling; MrgX1-HEK293 cells, Fluo-4 calcium fluorescence, agonist mode; stronger effect = higher value; B-score at 10 µM; hit rate 0.44% among 310,000; AID 588627;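 active = calcium response B-score plate-corrected fluorescence ratio at least 3 library SD, with starting fluorescence B-score inside 5 SD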
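Test system: HEK293 cells stably expressing human MrgX1 receptor; Input: fifteen thousand cells per well; Dosing: compound delivered in addition one of three; Schedule: overnight seeding, then 1 h dark dye loading; Technique: Fluo-4 NW calcium fluorescence; Measure: B-scored fluorescence response ratio; Controls: positive and negative controls per plate.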
Starred values were filed as active, the others as inactive.

How did Cc1nnc(SCC(=O)N2c3ccccc3C(C)(c3ccccc3)CC2(C)C)s1 (configuration not stated) do in these assays?
HIF act: 0.1; TRPC6 act: inactive; PolyA inhibitor: inactive; MrgX1 antagonist: inactive; TRPC4 agonist: inactive; TRPC4 inh: inactive; AI-2 QS mod: 15; MrgX1 PAM: inactive; TRPC6 inhibitor: inactive; TRPC4 potent: inactive; MrgX1 agonist: inactive

Results for CN(C)c1ccc(/C=C/C(=O)c2ccc(O)cc2)cc1[N+](=O)[O-] ?
HIF act: 2.6; TRPC6 act: inactive; PolyA inhibitor: inactive; MrgX1 antagonist: inactive; TRPC4 agonist: inactive; TRPC4 inh: inactive; AI-2 QS mod: -93*; MrgX1 PAM: inactive; TRPC6 inhibitor: inactive; TRPC4 potent: inactive; MrgX1 agonist: inactive

Results for COC(=O)c1sc2nc(N)c(C#N)cc2c1N ?
HIF act: 0.0; TRPC6 act: inactive; PolyA inhibitor: inactive; MrgX1 antagonist: inactive; TRPC4 agonist: inactive; TRPC4 inh: inactive; AI-2 QS mod: 4; MrgX1 PAM: inactive; TRPC6 inhibitor: inactive; TRPC4 potent: inactive; MrgX1 agonist: inactive

Results for CCS(=O)(=O)n1nc(-c2ccc(OC)cc2)nc1N ?
HIF act: 0.2; TRPC6 act: inactive; PolyA inhibitor: inactive; MrgX1 antagonist: inactive; TRPC4 agonist: inactive; TRPC4 inh: inactive; AI-2 QS mod: -3; MrgX1 PAM: inactive; TRPC6 inhibitor: inactive; TRPC4 potent: inactive; MrgX1 agonist: inactive

Results for Cc1ccc2nc(NC(=O)CSc3nc(=O)n(CCCN(C)C)c4c3CCC4)sc2c1 ?
HIF act: 0.7; TRPC6 act: inactive; PolyA inhibitor: inactive; MrgX1 antagonist: inactive; TRPC4 agonist: inactive; TRPC4 inh: inactive; AI-2 QS mod: 12; MrgX1 PAM: inactive; TRPC6 inhibitor: inactive; TRPC4 potent: inactive; MrgX1 agonist: inactive

What do the screens show for `CC(C)OC(=O)c1c(NC(=O)c2ccco2)sc2c1CCCCC2`?
HIF act: -0.2; TRPC6 act: inactive; PolyA inhibitor: inactive; MrgX1 antagonist: inactive; TRPC4 agonist: inactive; TRPC4 inh: inactive; AI-2 QS mod: 14; MrgX1 PAM: inactive; TRPC6 inhibitor: inactive; TRPC4 potent: inactive; MrgX1 agonist: inactive

Results for CCOC(=O)c1c(C)nc2c(c1-c1cc(OC)ccc1OC)C(=O)CC(C)(C)C2 ?
HIF act: 0.2; TRPC6 act: inactive; PolyA inhibitor: inactive; MrgX1 antagonist: inactive; TRPC4 agonist: inactive; TRPC4 inh: inactive; AI-2 QS mod: 9; MrgX1 PAM: inactive; TRPC6 inhibitor: inactive; TRPC4 potent: inactive; MrgX1 agonist: inactive

What do the screens show for `CCOC(=O)NC(=O)/C(N=Nc1cc(C)cc(C)c1)=C(\C)O`?
HIF act: -0.2; TRPC6 act: inactive; PolyA inhibitor: inactive; MrgX1 antagonist: inactive; TRPC4 agonist: inactive; TRPC4 inh: inactive; AI-2 QS mod: 22; MrgX1 PAM: inactive; TRPC6 inhibitor: inactive; TRPC4 potent: inactive; MrgX1 agonist: inactive

How did CCOC(=O)/C(C#N)=C/c1ccc(OCC(=O)Nc2ccc(C)c(C)c2)c(OC)c1 do in these assays?
HIF act: 0.3; TRPC6 act: inactive; PolyA inhibitor: inactive; MrgX1 antagonist: inactive; TRPC4 agonist: inactive; TRPC4 inh: inactive; AI-2 QS mod: 40; MrgX1 PAM: inactive; TRPC6 inhibitor: inactive; TRPC4 potent: inactive; MrgX1 agonist: inactive

How did CC(C(=O)Nc1ccccc1F)N1C(=O)c2ccccc2C1=O (configuration not stated) do in these assays?
HIF act: 0.3; TRPC6 act: inactive; PolyA inhibitor: inactive; MrgX1 antagonist: inactive; TRPC4 agonist: inactive; TRPC4 inh: inactive; AI-2 QS mod: 9; MrgX1 PAM: inactive; TRPC6 inhibitor: inactive; TRPC4 potent: inactive; MrgX1 agonist: inactive

How did C/C=C/C(=O)Nc1cccc(C2=NOC3(C2)C[C@@H](C(N)=O)N(C(=O)c2cc([N+](=O)[O-])cc([N+](=O)[O-])c2C)C3)c1 (some centres not stated) do in these assays?
HIF act: -4.0; TRPC6 act: inactive; PolyA inhibitor: inactive; MrgX1 antagonist: inactive; TRPC4 agonist: inactive; TRPC4 inh: inactive; AI-2 QS mod: 14; MrgX1 PAM: inactive; TRPC6 inhibitor: inactive; TRPC4 potent: inactive; MrgX1 agonist: inactive

How did CCOc1ccc(Nc2cc(=O)[nH]c(=O)[nH]2)cc1 do in these assays?
HIF act: 0.7; TRPC6 act: inactive; PolyA inhibitor: inactive; MrgX1 antagonist: inactive; TRPC4 agonist: inactive; TRPC4 inh: inactive; AI-2 QS mod: 12; MrgX1 PAM: inactive; TRPC6 inhibitor: inactive; TRPC4 potent: inactive; MrgX1 agonist: inactive

Results for CC1(C)CC(=O)C2=C(C1)NCN(CCCN1CCOCC1)C2 ?
HIF act: -0.3; TRPC6 act: inactive; PolyA inhibitor: inactive; MrgX1 antagonist: inactive; TRPC4 agonist: inactive; TRPC4 inh: inactive; AI-2 QS mod: 21; MrgX1 PAM: inactive; TRPC6 inhibitor: inactive; TRPC4 potent: inactive; MrgX1 agonist: inactive

Results for O=C1Nc2ccccc2C1Cc1ccccc1 (configuration not stated) ?
HIF act: -0.6; TRPC6 act: inactive; PolyA inhibitor: inactive; MrgX1 antagonist: inactive; TRPC4 agonist: inactive; TRPC4 inh: inactive; AI-2 QS mod: 19; MrgX1 PAM: inactive; TRPC6 inhibitor: inactive; TRPC4 potent: inactive; MrgX1 agonist: inactive

What do the screens show for `CC(=O)c1ccc(N2CCN(C(=S)Nc3ccc(Cl)c(Cl)c3)CC2)cc1`?
HIF act: 0.0; TRPC6 act: inactive; PolyA inhibitor: inactive; MrgX1 antagonist: inactive; TRPC4 agonist: inactive; TRPC4 inh: inactive; AI-2 QS mod: 20; MrgX1 PAM: inactive; TRPC6 inhibitor: inactive; TRPC4 potent: inactive; MrgX1 agonist: inactive

Results for O=C(COc1ccc(Cl)c(Cl)c1)NN1C(=O)C2C(C1=O)C1C=CC2C12CC2 (configuration not stated) ?
HIF act: -0.2; TRPC6 act: inactive; PolyA inhibitor: inactive; MrgX1 antagonist: inactive; TRPC4 agonist: inactive; TRPC4 inh: inactive; AI-2 QS mod: 6; MrgX1 PAM: inactive; TRPC6 inhibitor: inactive; TRPC4 potent: inactive; MrgX1 agonist: inactive

Results for CCc1ccc(NS(=O)(=O)c2c(C)noc2C)cc1 ?
HIF act: -0.8; TRPC6 act: inactive; PolyA inhibitor: inactive; MrgX1 antagonist: inactive; TRPC4 agonist: inactive; TRPC4 inh: inactive; AI-2 QS mod: 2; MrgX1 PAM: inactive; TRPC6 inhibitor: inactive; TRPC4 potent: inactive; MrgX1 agonist: inactive

What do the screens show for `CCOC(=O)N1CCN(c2ccc(Cl)cc2)CC1`?
HIF act: 0.2; TRPC6 act: inactive; PolyA inhibitor: inactive; MrgX1 antagonist: inactive; TRPC4 agonist: inactive; TRPC4 inh: inactive; AI-2 QS mod: 14; MrgX1 PAM: inactive; TRPC6 inhibitor: inactive; TRPC4 potent: inactive; MrgX1 agonist: inactive

Results for Cc1cc(C)cc(NC(=O)c2cc(C)nc3ccccc23)c1 ?
HIF act: 2.5; TRPC6 act: inactive; PolyA inhibitor: inactive; MrgX1 antagonist: inactive; TRPC4 agonist: inactive; TRPC4 inh: inactive; AI-2 QS mod: 8; MrgX1 PAM: inactive; TRPC6 inhibitor: inactive; TRPC4 potent: inactive; MrgX1 agonist: inactive

What do the screens show for `COc1ccc(/C=C2/SC(=S)N(NS(=O)(=O)c3ccccc3)C2=O)cc1`?
HIF act: 0.0; TRPC6 act: inactive; PolyA inhibitor: inactive; MrgX1 antagonist: inactive; TRPC4 agonist: inactive; TRPC4 inh: inactive; AI-2 QS mod: 60; MrgX1 PAM: inactive; TRPC6 inhibitor: inactive; TRPC4 potent: inactive; MrgX1 agonist: 31*

What do the screens show for `CC(C)c1cc(C(=O)N/N=C/c2cccnc2)n[nH]1`?
HIF act: -0.4; TRPC6 act: inactive; PolyA inhibitor: inactive; MrgX1 antagonist: inactive; TRPC4 agonist: inactive; TRPC4 inh: inactive; AI-2 QS mod: -7; MrgX1 PAM: inactive; TRPC6 inhibitor: inactive; TRPC4 potent: inactive; MrgX1 agonist: inactive

Results for Cc1ccc(C(=O)C(C)OC(=O)Cn2c(C)csc2=O)cc1 (configuration not stated) ?
HIF act: -0.7; TRPC6 act: inactive; PolyA inhibitor: inactive; MrgX1 antagonist: inactive; TRPC4 agonist: inactive; TRPC4 inh: inactive; AI-2 QS mod: 7; MrgX1 PAM: inactive; TRPC6 inhibitor: inactive; TRPC4 potent: inactive; MrgX1 agonist: inactive

What do the screens show for `COc1ccc(/C(C)=N/Nc2nncc3ccccc23)cc1`?
HIF act: 3.8; TRPC6 act: inactive; PolyA inhibitor: inactive; MrgX1 antagonist: inactive; TRPC4 agonist: inactive; TRPC4 inh: inactive; AI-2 QS mod: 14; MrgX1 PAM: inactive; TRPC6 inhibitor: inactive; TRPC4 potent: inactive; MrgX1 agonist: inactive

What do the screens show for `COc1ccc(C(=O)Nc2cc(C)on2)cc1OC`?
HIF act: -0.7; TRPC6 act: inactive; PolyA inhibitor: inactive; MrgX1 antagonist: inactive; TRPC4 agonist: inactive; TRPC4 inh: inactive; AI-2 QS mod: 18; MrgX1 PAM: inactive; TRPC6 inhibitor: inactive; TRPC4 potent: inactive; MrgX1 agonist: inactive

Results for C=CCn1c(=O)c(C(=O)OCC)c(O)c2ccccc21 ?
HIF act: -0.3; TRPC6 act: inactive; PolyA inhibitor: inactive; MrgX1 antagonist: inactive; TRPC4 agonist: inactive; TRPC4 inh: inactive; AI-2 QS mod: 25; MrgX1 PAM: inactive; TRPC6 inhibitor: inactive; TRPC4 potent: inactive; MrgX1 agonist: inactive

Only part of the results is shown (hit frequency here may not be typical).
